Assay outcomes as filed in PubChem.
ADAM17 inh – ADAM17 inhibition, QFRET primary screen. AID 720648. P78536. recombinant ADAM17, EDANS/DABCYL FRET peptide cleavage. inhibition, % at 6.95 µM. 0.83% of 370,000 active;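 active means inhibition above the mean of compounds lying between control limits plus 3 SD, set per campaign, cut at about 8.5% in these data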;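 further: 0% = DMSO-only wells as the low control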
Target sequence (P78536 215-824 limits assumed): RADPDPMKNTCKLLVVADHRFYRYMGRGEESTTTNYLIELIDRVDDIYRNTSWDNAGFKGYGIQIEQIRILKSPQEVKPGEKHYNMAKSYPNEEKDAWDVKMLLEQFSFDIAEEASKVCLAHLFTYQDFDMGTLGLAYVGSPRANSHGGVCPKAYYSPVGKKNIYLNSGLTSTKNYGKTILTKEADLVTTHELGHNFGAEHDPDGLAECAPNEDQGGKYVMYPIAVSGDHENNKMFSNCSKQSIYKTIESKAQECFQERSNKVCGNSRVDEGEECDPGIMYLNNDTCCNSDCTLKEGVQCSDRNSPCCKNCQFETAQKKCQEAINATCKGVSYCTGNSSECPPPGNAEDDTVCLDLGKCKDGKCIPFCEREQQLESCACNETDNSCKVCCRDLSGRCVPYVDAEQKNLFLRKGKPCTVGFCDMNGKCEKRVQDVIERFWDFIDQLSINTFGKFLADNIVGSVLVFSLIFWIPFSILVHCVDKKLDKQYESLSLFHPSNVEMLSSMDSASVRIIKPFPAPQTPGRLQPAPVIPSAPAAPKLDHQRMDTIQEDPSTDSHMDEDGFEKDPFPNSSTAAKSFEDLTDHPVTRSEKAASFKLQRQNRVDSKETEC
DAX1 inh-1 – blocks DAX1 repression of SF-1 activated StAR promoter; HEK293T StAR-luciferase reporter, SF-1/DAX-1 repression relief; inhibition, % at 6.8 µM; 1.1% of 370,000 active; AID 652010;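 active means inhibition above the mean over all tested compounds plus 3 SD, cut at about 3.6% in these data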;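 further: 0% = DAX-1 cells with DMSO and 100% = cells lacking DAX-1 with DMSO; higher inhibition means more luminescence from relief of DAX-1 repression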
DAX1 inh-2 – inhibits human nuclear receptor DAX1; P51843; HEK293 Gal4-DAX1 luciferase reporter, luminescence; inhibition, % at 6.75 µM; 0.99% of 340,000 active; AID 504766;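 active means inhibition above the mean over all tested compounds plus 3 SD, cut at about 4.2% in these data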;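 further: 0% = DAX1-transfected cells with DMSO and 100% = empty-vector control cells with DMSO; inhibition shows as a rise in luminescence from relieved DAX1 repression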
PLCg1 inh – PLC-gamma1 (human) inhibition, primary screen; purified PLC-gamma1, fluorogenic substrate, fluorescence; inhibition, % at 12.2 µM; 0.84% of 370,000 active; in the data active means inhibition above about 9.5%
hgDAF12 agonist – hgDAF-12 agonism, primary luciferase screen | 1.8% of 370,000 active | activation, % at 6.8 µM | HEK293 GAL4-hgDAF12 UAS-luciferase reporter, agonist luminescence; normalized to butyrate control;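 active means activation above a cutoff set at the mean of all screened compounds plus 3 SD, cut at about 10% in these data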;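 further: 0% = DMSO wells and 100% = sodium butyrate wells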
ssDAF12 agonist – activators of S. stercoralis DAF-12 nuclear receptor; HEK293 ssDAF-12/GRIP1 lit1-tk-luc reporter, luminescence; % of 3 µM dafachronic acid response; activation, % at 6.8 µM; AID 652126; 1% of 370,000 active;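 active means activation above the mean over all tested compounds plus 3 SD, cut at about 0.9% in these data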;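 further: 0% = DMSO-only wells and 100% = 3 µM delta7-dafachronic acid wells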
PLC-beta3 inh – PLC-beta3 (human) inhibition, primary screen | Q01970 | Purified PLC-beta3, fluorogenic substrate, fluorescence | inhibition, % at 12.2 µM | 0.18% of 370,000 active; in the data active means inhibition above about 11%;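 further: 0% = median of compound wells on plate and 100% = full blocker control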
hcDAF-12 act – H. contortus DAF-12 activation, primary screen; activation, % at 6.8 µM; HEK293 hcDAF-12 lit1-tk-luc reporter, luminescence; 0% DMSO, 100% Δ7-dafachronic acid; 1.4% of 370,000 active; AID 652067;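 active means activation above the mean of all tested compounds plus 3 SD, cut at about 5.5% in these data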;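 further: 100% = response to 3 µM Δ7-dafachronic acid high control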
HGIII-sPLA2 inh – Inhibits HGIII-sPLA2 liposome hydrolysis, primary screen | 0.56% of 370,000 active | inhibition, % at 12.2 µM | Q9NZ20 | QFRET BODIPY PC-A2 liposome hydrolysis, fluorescence | AID 743126;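 active means inhibition above mean plus 3 SD of compounds lying within the high and low control bounds, cut at about 19% in these data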;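 further: 0% = median of test compound wells and 100% = no enzyme DMSO wells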
Target sequence (Q9NZ20 whole entry, looked up): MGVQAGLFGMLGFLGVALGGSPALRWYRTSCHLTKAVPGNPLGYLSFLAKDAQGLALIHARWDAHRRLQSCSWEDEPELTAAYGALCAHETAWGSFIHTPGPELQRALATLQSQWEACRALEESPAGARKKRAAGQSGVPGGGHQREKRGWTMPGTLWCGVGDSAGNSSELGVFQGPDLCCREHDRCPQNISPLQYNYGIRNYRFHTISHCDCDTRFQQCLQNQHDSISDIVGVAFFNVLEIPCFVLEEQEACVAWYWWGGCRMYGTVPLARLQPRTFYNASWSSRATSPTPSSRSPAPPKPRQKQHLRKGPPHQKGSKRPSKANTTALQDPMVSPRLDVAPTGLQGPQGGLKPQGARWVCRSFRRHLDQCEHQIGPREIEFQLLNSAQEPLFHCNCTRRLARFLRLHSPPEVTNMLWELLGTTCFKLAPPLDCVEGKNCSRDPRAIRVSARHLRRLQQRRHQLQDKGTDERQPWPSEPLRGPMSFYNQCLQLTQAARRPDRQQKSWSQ
ADAM10 inh – inhibitors of human ADAM10; O14672; recombinant ADAM10, EDANS/DABCYL FRET peptide cleavage, 3 h; inhibition, % at 7 µM; 0.62% of 370,000 active; AID 720582;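 active means inhibition above a per-campaign cutoff equal to the mean of compounds falling between control-based bounds plus 3 SD, cut at about 20% in these data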;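 further: 0% = DMSO wells while the 100% control is not disclosed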
GAA850 FXN act – frataxin GAA850 promoter activation | HEK293 lucGAA850 FXN promoter luciferase reporter, 24 h; percent of 10 µM SAHA response | activation, % at 6 µM | 0.56% of 360,000 active | AID 540364;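 active means activation above the average of all compounds screened plus 3 SD, cutoff fixed separately per campaign, cut at about 7.5% in these data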;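 further: 0% = DMSO wells and 100% = 10 µM SAHA wells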
Numbers without * were called inactive; nt = no result given.

Below each SMILES: ADAM17 inh | DAX1 inh-1 | DAX1 inh-2 | PLCg1 inh | hgDAF12 agonist | ssDAF12 agonist | PLC-beta3 inh | hcDAF-12 act | HGIII-sPLA2 inh | ADAM10 inh | GAA850 FXN act
COCC1=C(C(=O)OC)C(c2cccs2)n2ncnc2N1 (stereo unspecified)
  -2 | 0.7 | -0.1 | -1 | -1.5 | -1.0 | -9 | 0.5 | 1 | 0 | -0.5
Cc1cccc(Cn2nc(C(C)(C)C)cc2C(=O)Nc2ccc(F)cc2)c1
  9.0* | -0.8 | nt | 5 | -7.5 | -2.5 | -4 | -1.9 | 7 | 25* | -4.9
CCn1c(=O)c([N+](=O)[O-])c(NCC2CCCO2)c2ccccc21 (stereo unspecified)
  -4 | -0.2 | -0.2 | -9 | -0.7 | 0.1 | -21 | 1.6 | -6 | -3 | 1.4
Cc1ccc(-n2c(SCC(=O)NCc3ccc4c(c3)OCO4)nnc2-c2cccnc2)c(C)c1
  -3 | -0.4 | 0.6 | 4 | -1.4 | -0.6 | -1 | -1.5 | -2 | -8 | 0.0
CN(CC(=O)Nc1ccccc1C(F)(F)F)C(=O)c1ccccc1Sc1ccccc1C#N
  -4 | -0.2 | -0.3 | 0 | -0.3 | -1.6 | -7 | 0.8 | 2 | -1 | 1.0
O=C1NC(=Nc2ccccc2)SC1Cc1ccccc1 (stereo unspecified)
  -2 | 0.2 | nt | 0 | -0.3 | -1.5 | 0 | -0.9 | -42 | 9 | 3.7
CCOc1cc(S(=O)(=O)n2ccc(C)n2)ccc1Br
  -2 | -0.1 | -0.4 | 3 | 0.7 | -0.6 | 2 | -0.9 | -5 | -5 | 0.2
CSCCC(NC(=O)c1ccco1)C(=O)Nc1ccc(C)cn1 (stereo unspecified)
  -1 | 3.8* | 3.1 | -2 | 1.8 | -0.3 | -5 | 2.7 | 2 | -3 | -0.6
Cc1cc(C)nc(SCc2cn3c(C)cccc3n2)n1
  -2 | 0.9 | nt | 0 | -1.6 | -0.5 | -10 | -0.1 | 4 | -6 | 1.3
C[C@H]1CN([C@@H](C)CO)S(=O)(=O)c2ccc(Br)cc2O[C@@H]1CN(C)Cc1ccccc1
  3 | -0.6 | 1.7 | 1 | -0.9 | -1.4 | -1 | -2.0 | -12 | 6 | 1.8

Full records, quoted from the list.
`CCOc1cc(S(=O)(=O)n2ccc(C)n2)ccc1Br` as listed: ADAM17 inh = -2; DAX1 inh-1 = -0.1; DAX1 inh-2 = -0.4; PLCg1 inh = 3; hgDAF12 agonist = 0.7; ssDAF12 agonist = -0.6; PLC-beta3 inh = 2; hcDAF-12 act = -0.9; HGIII-sPLA2 inh = -5; ADAM10 inh = -5; GAA850 FXN act = 0.2
`O=C1NC(=Nc2ccccc2)SC1Cc1ccccc1` (stereo unspecified) as listed: ADAM17 inh = -2; DAX1 inh-1 = 0.2; DAX1 inh-2 = nt; PLCg1 inh = 0; hgDAF12 agonist = -0.3; ssDAF12 agonist = -1.5; PLC-beta3 inh = 0; hcDAF-12 act = -0.9; HGIII-sPLA2 inh = -42; ADAM10 inh = 9; GAA850 FXN act = 3.7

(more compounds)
Below each SMILES: ADAM17 inh | DAX1 inh-1 | DAX1 inh-2 | PLCg1 inh | hgDAF12 agonist | ssDAF12 agonist | PLC-beta3 inh | hcDAF-12 act | HGIII-sPLA2 inh | ADAM10 inh | GAA850 FXN act
O=C(NCC1CCCO1)c1cc2nc(-c3ccco3)cc(C(F)(F)Cl)n2n1 (stereo unspecified)
  -15 | 0.2 | -0.6 | -115 | 0.7 | -1.1 | -170 | -0.6 | 4 | -37 | 0.8
COc1ccc(S(=O)(=O)Nc2cccc3c2O[C@H](CN(C)Cc2ccc(Cl)c(Cl)c2)[C@@H](C)CN([C@H](C)CO)C3=O)cc1
  7 | 0.9 | -0.4 | 3 | 1.1 | -2.0 | 2 | -1.2 | -35 | 20 | -3.6
CCN(CC(=O)Nc1ccc(NC(C)=O)cc1)C(=O)C1CC1
  -5 | -1.5 | 0.1 | 2 | -2.1 | -0.8 | -1 | -1.0 | 13 | -15 | 1.5
C=CCNC(=S)/C(=C(/[O-])c1ccccc1Br)[n+]1ccccc1
  -5 | 0.5 | -0.4 | -3 | -4.1 | -0.7 | -11 | 3.0 | 17 | -1 | 1.6
O=S(=O)(c1ccc(S(=O)(=O)N2CCN3CCCC3C2)cc1)N1CCCC1 (stereo unspecified)
  0 | -0.1 | 0.5 | 0 | -2.2 | -1.4 | 1 | -0.7 | 1 | 4 | -1.0
Cc1ccc(-c2nnc(CSc3nc4cc5c(cc4cc3C)OCO5)o2)cc1
  -2 | -0.3 | 2.0 | 2 | 1.9 | -1.4 | 4 | -1.0 | -7 | 2 | -0.3
COc1ccc(-n2c(CN3CCOCC3)nc3ccc([N+](=O)[O-])cc3c2=O)c(OC)c1
  7 | 0.1 | 0.0 | 2 | 0.8 | -0.1 | -9 | 3.2 | 10 | 5 | 0.2
CCCCN1C(=O)CC2CCOC21C (stereo unspecified)
  -5 | 0.6 | -0.2 | 1 | 0.3 | -1.1 | -4 | -0.4 | -4 | -4 | 2.1
Cc1cccc(C(=O)Nc2oc(-c3ccccc3)cc2C#N)c1
  1 | -0.6 | -0.6 | -7 | 0.1 | -0.6 | -7 | -1.6 | -17 | 7 | 3.6
S=c1[nH]nc(CNc2ccc(Cl)cc2)n1Cc1ccccc1
  7 | -0.1 | 1.7 | -1 | -2.1 | -1.1 | -6 | -1.6 | 6 | 10 | 1.3

A second format for 3 compounds above:
compound	ADAM17 inh	DAX1 inh-1	DAX1 inh-2	PLCg1 inh	hgDAF12 agonist	ssDAF12 agonist	PLC-beta3 inh	hcDAF-12 act	HGIII-sPLA2 inh	ADAM10 inh	GAA850 FXN act
CCN(CC(=O)Nc1ccc(NC(C)=O)cc1)C(=O)C1CC1	-5	-1.5	0.1	2	-2.1	-0.8	-1	-1.0	13	-15	1.5
C=CCNC(=S)/C(=C(/[O-])c1ccccc1Br)[n+]1ccccc1	-5	0.5	-0.4	-3	-4.1	-0.7	-11	3.0	17	-1	1.6
O=S(=O)(c1ccc(S(=O)(=O)N2CCN3CCCC3C2)cc1)N1CCCC1 (stereo unspecified)	0	-0.1	0.5	0	-2.2	-1.4	1	-0.7	1	4	-1.0

Going on with the list:
Below each SMILES: ADAM17 inh | DAX1 inh-1 | DAX1 inh-2 | PLCg1 inh | hgDAF12 agonist | ssDAF12 agonist | PLC-beta3 inh | hcDAF-12 act | HGIII-sPLA2 inh | ADAM10 inh | GAA850 FXN act
O=C(Cc1ccc(-n2cccc2)cc1)NCc1ccccc1Cl
  2 | -1.6 | -1.3 | 0 | 0.1 | -1.4 | -1 | 1.0 | -10 | 13 | -4.0
CCOC(=O)c1c(NC(=O)CSc2nnc(Cc3ccccc3)o2)sc(C)c1C
  3 | -0.7 | -0.3 | 3 | -1.8 | -1.1 | -1 | -1.2 | -31 | 9 | 5.3
Cn1c(=O)n(C)c2cc(NS(=O)(=O)c3ccc4c(c3)CCCC4)ccc21
  2 | -2.6 | -1.2 | 4 | -2.9 | -1.8 | 1 | -3.1 | -18 | 2 | 0.7
COC(=O)C(C)Sc1nnc(-c2ccncc2)o1 (stereo unspecified)
  -2 | 0.2 | 0.2 | 5 | -0.2 | -1.0 | -1 | -0.1 | 4 | -8 | -2.4
CCc1noc(C)c1C(=O)N(CC)CC(=O)Nc1cc(Cl)ccc1C
  -1 | 0.0 | 0.3 | -2 | -3.3 | 0.3 | -5 | -1.2 | -3 | 3 | -1.2
Cc1nc(SCC2(C)CC2(Cl)Cl)n[nH]1 (stereo unspecified)
  -5 | 0.4 | 0.4 | 0 | -1.2 | -1.6 | -2 | -0.2 | 2 | -1 | 1.1
CC(C)(C)Nc1nc(OCC(F)(F)F)nc(OCC(F)(F)F)n1
  -1 | -0.2 | 1.8 | 1 | -0.4 | -1.0 | 1 | -0.4 | -2 | -1 | -2.0
COc1cc(CCCN2CCNC[C@H]2Cc2ccc(O)cc2)cc(OC)c1OC
  1 | -0.4 | 0.6 | 4 | 0.8 | -0.4 | -3 | 1.7 | 7 | 1 | 3.1
Cc1cccc(C(=O)NNC(=O)c2ccccc2O)c1
  -1 | 0.5 | 1.5 | 5 | 3.6 | 0.0 | -2 | 1.3 | -2 | 5 | 4.0
CC(=O)O/N=C1\C(=O)N(Cc2ccc(C)cc2)c2ccccc21
  0 | -0.3 | -0.5 | -1 | -5.0 | -1.6 | -2 | -0.6 | -46 | 7 | 3.0
O=C(c1ccc2[nH]c3c(c2c1)CCCC3)N1CCN(c2ccc(F)cc2)CC1
  5 | 0.1 | -2.1 | -3 | 1.4 | -1.6 | -5 | -0.3 | -34 | 2 | 1.5
O=C1NC(Cc2ccccc2)c2nc3ccccc3c(=O)n2-c2cc3ccccc3cc21 (stereo unspecified)
  3 | -7.6 | -0.4 | -2 | -3.2 | -0.6 | 3 | -1.8 | -8 | 9 | -7.8
CC(C(=O)NC1CCCC1)N(Cc1ccc2c(c1)OCO2)C(=O)c1snc(C(N)=O)c1N (stereo unspecified)
  -11 | 0.5 | -0.5 | -16 | 0.6 | -0.8 | -25 | 3.5 | -2 | -46 | -2.3
O=C(CNC(=O)c1cccs1)c1ccc(F)cc1
  -6 | 4.7* | 1.0 | -3 | 13* | -0.5 | -6 | 4.9 | 1 | -3 | -4.0
C/C(=N/NC(=O)C(O)(c1ccccc1)c1ccccc1)c1ccc([N+](=O)[O-])o1
  2 | -1.3 | -0.7 | -2 | -1.2 | -1.9 | 0 | 0.5 | -6 | -2 | -2.0
COCc1c(C(=O)OCc2nc(N)nc(Nc3ccccc3C)n2)oc2ccccc12
  3 | -0.7 | -0.8 | 5 | -1.7 | -1.4 | 2 | -2.1 | 2 | 6 | 0.1
COC(=O)[C@H](C)NC(=O)COc1ccccc1
  -1 | -0.5 | -0.2 | 3 | -1.2 | -0.9 | 1 | 1.1 | 6 | 1 | -0.1
C=CCSc1nnc(-c2ccc(Cl)cc2Cl)o1
  -2 | 3.3 | 1.7 | 1 | 14* | 0.4 | 3 | 3.8 | -7 | -2 | 1.1
O=C(COc1ccccc1F)NC1CC1
  1 | 0.8 | -0.6 | -1 | 0.5 | -1.4 | 0 | -2.1 | 13 | -5 | -1.8
CCc1nnc(NC(=O)C2=CCN(S(=O)(=O)c3ccccc3)CC2)s1
  -2 | 0.7 | 1.1 | 7 | -5.1 | -1.8 | -3 | -2.7 | 7 | -9 | -0.1
O=C(N/N=C1\CC2CC=CC12)c1ccc(O)cc1 (stereo unspecified)
  -3 | 0.5 | 0.2 | -5 | 5.5 | -0.6 | -3 | -1.0 | -8 | -7 | 2.4
Cc1ccc(C)c(C(=O)COC(=O)c2nn(C)c(=O)c3ccccc23)c1
  -5 | 1.3 | 0.1 | -3 | 2.5 | -0.8 | -10 | -1.9 | 3 | -3 | 1.1
CCCCN(CCCC)C(=O)CN(C)S(=O)(=O)c1ccc2c(c1)n(C)c(=O)c(=O)n2C
  -6 | -0.4 | 1.2 | 2 | 1.1 | -2.1 | -1 | -0.3 | 4 | -4 | 0.5
